Rac1 mut GTP – alters GTP binding to activated mutant human Rac1; GST-Rac1 activated beads, fluorescent GTP binding, flow cytometry; actives lie on both sides; 100% means binding = to untreated wells; percent activity (GTP binding), % at 10 µM; actives 0.11% (n = 190,000); AID 764;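 active means GTP binding at least 20 percentage points away from the 100% baseline, in either direction, so actives lie on both sides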
Rab2A wt mod – changes GTP binding to wildtype dog Rab2A, up or down; P61105; GST-Rab2 wt beads, Bodipy-GTP binding, flow cytometry; GTP binding activity, % at 10 µM; actives 0.19% (n = 190,000); AID 760;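 active means GTP binding activity at least 20 points away from 100%, either lowered or raised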;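 further: 0% = beads with excess unlabeled GTP and 100% = no-compound control corrected for plate trend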
HRas wt GTP – changes GTP binding to wildtype human HRas; GST-Ras wt beads, Bodipy-FL-GTP binding, flow cytometry; actives lie on both sides; P01112; AID 759; GTP binding activity, % at 10 µM; actives 0.14% (n = 190,000);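 active means GTP binding activity at least 20% away from the 100% baseline, either lowered as inhibitor or raised as activator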;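 further: 0% = unlabeled GTP competition control and 100% = no-compound control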
Avidin bead fluor – avidin bead compound fluorescence profile. fluorescence (KMESF) at 10 µM. Avidin beads, compound fluorescence 488/530 nm, flow cytometry; stronger effect = higher value. actives 0.38% (n = 220,000). AID 1775; in the data active means fluorescence above about 47; further: inactives centre near 10
ABCB1 block – inhibitors of human ABCB1 transporter, ABCG2 counter-screen; P08183; CCRF-Adr cells, JC-1 efflux, flow cytometry; inhibition, % at 6.6 µM; actives 0.067% (n = 190,000); in the data active means inhibition above about 40%;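 further: 0% = vehicle and 100% = reference inhibitor; higher value means more JC-1 retained so stronger ABCB1 efflux block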
Target sequence (P08183 whole entry, looked up): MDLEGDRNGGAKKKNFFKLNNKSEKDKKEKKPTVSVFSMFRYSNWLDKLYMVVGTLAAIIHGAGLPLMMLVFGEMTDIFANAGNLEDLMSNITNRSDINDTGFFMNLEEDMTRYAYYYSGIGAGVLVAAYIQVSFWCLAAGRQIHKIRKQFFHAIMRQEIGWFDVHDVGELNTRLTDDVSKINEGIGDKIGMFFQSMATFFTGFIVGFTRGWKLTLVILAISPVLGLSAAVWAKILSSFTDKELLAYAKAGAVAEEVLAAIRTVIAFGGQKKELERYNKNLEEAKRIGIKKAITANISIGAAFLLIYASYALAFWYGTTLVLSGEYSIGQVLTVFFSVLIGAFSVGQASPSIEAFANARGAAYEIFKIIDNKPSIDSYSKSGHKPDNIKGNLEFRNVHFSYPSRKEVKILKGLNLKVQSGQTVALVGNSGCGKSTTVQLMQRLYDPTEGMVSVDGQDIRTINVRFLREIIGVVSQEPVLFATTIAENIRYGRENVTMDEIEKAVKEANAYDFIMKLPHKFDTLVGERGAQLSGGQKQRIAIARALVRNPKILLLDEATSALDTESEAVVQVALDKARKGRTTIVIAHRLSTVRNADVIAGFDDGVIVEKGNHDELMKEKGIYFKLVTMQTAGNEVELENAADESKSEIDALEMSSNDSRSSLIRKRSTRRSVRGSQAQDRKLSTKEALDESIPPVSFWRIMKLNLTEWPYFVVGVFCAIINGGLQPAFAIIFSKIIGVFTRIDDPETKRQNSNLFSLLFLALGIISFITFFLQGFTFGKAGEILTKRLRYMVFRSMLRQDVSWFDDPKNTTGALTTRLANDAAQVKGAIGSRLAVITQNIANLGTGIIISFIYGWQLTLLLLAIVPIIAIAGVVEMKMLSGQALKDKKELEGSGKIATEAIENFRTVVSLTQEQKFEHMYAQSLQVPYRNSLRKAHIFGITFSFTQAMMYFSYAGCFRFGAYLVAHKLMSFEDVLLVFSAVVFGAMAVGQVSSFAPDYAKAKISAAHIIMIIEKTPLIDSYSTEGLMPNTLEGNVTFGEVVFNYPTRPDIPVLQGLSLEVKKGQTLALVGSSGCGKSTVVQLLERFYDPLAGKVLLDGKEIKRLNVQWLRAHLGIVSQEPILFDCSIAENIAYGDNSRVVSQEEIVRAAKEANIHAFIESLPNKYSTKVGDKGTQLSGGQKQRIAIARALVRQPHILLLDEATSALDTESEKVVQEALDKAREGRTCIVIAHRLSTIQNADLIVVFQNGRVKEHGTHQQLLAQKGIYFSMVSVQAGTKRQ
Rab7 wt modul – modulators of GTP binding to dog Rab7 wildtype GTPase; actives 0.055% (n = 190,000); AID 758; GTP binding activity (percent of control), % at 10 µM; GST-Rab7 beads, fluorescent GTP binding, flow cytometry; actives lie on both sides; untreated = 100%, excess cold GTP = 0%;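 active means fluorescent GTP binding to Rab7 beads changed by at least 20 points from the 100% baseline, either direction, mostly lower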;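 further: median green fluorescence of bound Bodipy-FL-GTP per Rab7 bead population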
Mcl1-Noxa inh – disrupts binding of human Mcl-1 to Noxa peptide; TR-FRET Mcl-1/Noxa peptide binding, 2 h; inhibition, % at 21.7 µM; actives 1.5% (n = 220,000); AID 1022;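 active means compounds that cut the protein-peptide binding signal by more than 50% relative to plate controls in a single-dose test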;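 further: His-tagged Mcl-1 with rhodamine Noxa BH3 peptide and terbium anti-His antibody; 0% = Mcl-1 plus Noxa peptide wells and 100% = peptide-only wells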
ABCG2 block – inhibitors of human ABCG2 transporter, ABCB1 counter-screen; IgMXP3 cells, JC-1 efflux, flow cytometry; AID 1325; Q9UNQ0; actives 0.1% (n = 190,000); inhibition, % at 6.6 µM;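 active means inhibition above 80%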;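 further: 0% = DMSO and 100% = nicardipine control wells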
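test system = two drug-resistant human cell lines, ABCG2 and ABCB1 | amount = 3 million cells/mL final, two lines in 1:1 ratio | reagent = JC-1 transporter substrate | doses = one concentration, 6.6 µM final | incubation = 10 min at 25 °C | signal = flow cytometric JC-1 green MFI at 530 nm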
Cdc42 wt – human Cdc42 wildtype GTP binding change, either direction | GST-Cdc42 beads, Bodipy-GTP binding, flow cytometry; actives lie on both sides | percent activity (GTP binding), % at 10 µM | actives 0.2% (n = 190,000) | AID 761;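 active means percent activity GTP binding at least 20 points away from the 100% baseline, either down as inhibitor or up as activator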;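 further: median bead fluorescence of bound Bodipy-FL-GTP at 100 nM; 0% = excess unlabeled GTP control and 100% = no compound control; below 100% means less GTP binding so inhibitor and above means activator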
Rac1 wt modul – human Rac1 wildtype GTP binding, inhibitors and activators; P63000; GST-Rac1 beads, fluorescent GTP binding, flow cytometry; actives lie on both sides; 0 = cold GTP competed, 100 = untreated; GTP binding activity (% of control), % at 10 µM; actives 0.27% (n = 190,000); AID 757;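 active means GTP binding activity at least 20 points away from the 100% control level, either lower or higher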
Pf gametocyte – inhibitors of late stage P. falciparum gametocyte viability | P. falciparum stage V gametocytes, ATP luminescence, 24 h | inhibition, % at 10.9 µM | actives 0.065% (n = 150,000) | AID 743093;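 active means inhibition above the mean plus 3 SD of compounds within the control limits, set per campaign, cut at about 38% in these data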;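 further: 0% = DMSO wells and 100% = medium only without gametocytes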
An asterisk follows results filed as active; nt = no result given; & = joins results of further samples. An unsorted share of the library (roughly 2.3% active in at least one column).

Structure	Rac1 mut GTP	Rab2A wt mod	HRas wt GTP	Avidin bead fluor	ABCB1 block	Rab7 wt modul	Mcl1-Noxa inh	ABCG2 block	Cdc42 wt	Rac1 wt modul	Pf gametocyte
CCCCC(=O)NC(Nc1ccc(C)cn1)(C(=O)OCC)C(F)(F)F (centres undefined)	97	101	99	10	-0.2	101	6	15	99	98	nt
COc1ccc(C(c2nnnn2C2CCCCC2)N2CCN(c3ccccc3F)CC2)cc1 (centres undefined)	98	101	100	14	2.0	102	-4	40	99	103	-7
CC(=O)C1=C(C)NC(C)=C(C(C)=O)C1c1cn(-c2ccccc2)nc1-c1cccs1	98	100	98	3	3.1	100	18	0	97	105	nt
COc1ccccc1-n1c(SCC(=O)N2CCc3ccccc32)nc2c(c1=O)SCC2	101	101	100	6	-2.3	97	-3	-6	100	103	nt
Cc1cc(C)nc(N(C#N)Cc2cccc3ccccc23)n1	89	90	93	37	1.2	90	8	8	91	89	nt
Cc1ccccc1Nc1nnc(C)c(=O)[nH]1	101	104	103	19	0.3	100	7	0	108	107	22
O=C(CNS(=O)(=O)c1ccccc1)NCC(=O)OCc1ccc(Br)cc1	95	98	96	1	2.5	97	-13	13	93	98	nt
CC(=O)Nc1ccc(S(=O)(=O)NCCc2csc(C)n2)cc1	97	100	99	5	0.5	101	-9	5	97	99	nt
O=C(CCCn1c(SCC(=O)NCCc2ccccc2)nc2ccccc2c1=O)NCC1CCCO1 (centres undefined)	95	99	98	5	0.8	106	-2	17	96	100	-6
Cc1cc(S(=O)(=O)N2CCCC2C(=O)N2CCOCC2)c(C)cc1Cl (centres undefined)	97	100	101	5	0.8	98	7	1	102	97	-18
Cc1nn(CCC(=O)NNC(=S)Nc2ccccc2)c(C)c1Br	99	102	99	3	-0.3	98	-11	-2	101	102	-7
Cc1ccnn1C(C)C(=O)O (centres undefined)	96	100	100	9	-0.2	105	11	-1	99	97	-11
COc1ccc(OCC(=O)Nc2cccc3cccnc23)cc1	96	97	96	8	0.1	97	30	4	98	103	-9
O=C(/C=C/c1cccc([N+](=O)[O-])c1)Nc1ccc(NC(=O)c2cccs2)cc1	100	97	99	6	-0.2	101	59*	-2	104	102	nt
O=c1[nH]c(CN2CCN(c3ccccc3O)CC2)nc2ccccc12	98	101	102	13	0.6	104	22	2	101	99	nt
Cc1ccc(Nc2nc(Nc3ccc(C)cc3)nc(SC3=NCCS3)n2)cc1	99	100	99	7	1.3	103	14	35	100	103	nt
O=C(c1cc2ccccc2oc1=O)N(Cc1ccccc1)C1CCS(=O)(=O)C1 (centres undefined)	100	100	101	16	0.8	100	4	3	102	104	nt
C/C(=N\OCC(=O)Nc1ccccc1Br)c1cccs1	90	89	91	29	0.3	93	1	6	91	93	-24
Cc1ccc(Nc2nc(CSc3nnnn3C)cs2)cc1	100	103	103	15	0.5	104	20	2	102	100	nt
O=C(NNC(=O)c1ccco1)c1cccc([N+](=O)[O-])c1	98	101	97	19	1.2	103	-12	8	99	102	nt

(listing goes on)
Structure	Rac1 mut GTP	Rab2A wt mod	HRas wt GTP	Avidin bead fluor	ABCB1 block	Rab7 wt modul	Mcl1-Noxa inh	ABCG2 block	Cdc42 wt	Rac1 wt modul	Pf gametocyte
O=C(NCc1cccs1)c1cc2c(s1)-c1ccccc1OC2	98	98	98	18	0.6	97	17	3	101	102	nt
O=C(CSc1ncnc2[nH]ncc12)Nc1cccc(Oc2ccccc2)c1	92	95	94	15	-1.1	93	-4	2	93	93	4
O=C(CNCc1ccco1)Nc1cc(S(=O)(=O)N2CCOCC2)ccc1N1CCCC1	96	99	99	38	-1.0	107	13	-4	96	100	25
CCN(CC)C(=O)CSc1ncnc2c1nnn2-c1ccc(F)cc1	101	101	103	7	-0.9	101	15	36	102	106	nt
COc1ccc(NC(=O)CCc2nc(-c3ccccc3F)no2)cc1	98	98	98	9	1.9	98	17	36	100	101	-8
COc1ccc(N=C2S/C(=C\c3cc(C)n(C)c3C)C(=O)N2C)cc1	95	100	100	8	0.7	101	12	6	101	95	nt
O=C(O)C1=C(OCc2ccccc2)C(=O)NCC1	94	94	95	9	1.4	97	19	7	96	97	8
C=CCSc1nnc2nc3c(nn12)c1cc(C)ccc1n3CC=C	95	94	93	36	3.3	96	7	39	96	93	nt
Cc1cc(C)cc(NS(=O)(=O)c2ccc3[nH]cc(C(=O)NCc4ccco4)c(=O)c3c2)c1	94	94	95	11	-0.7	96	32	-3	98	96	-3
COc1cccc(NC(=O)Cn2c(-c3cncs3)nc3ccccc32)c1	93	93	92	12	1.7	92	18	4	94	92	-3
Cc1ccc(OCc2nc(C#N)c(N3CCCC3)o2)cc1	101	104	103	19	-0.1	97	1	7	102	108	-8
CCNc1ccc(S(=O)(=O)N(C)C)cc1NCC(=O)Nc1ccc(F)c(Cl)c1	97	102	99	8	0.1	103	15	1	96	101	nt
Cc1nsc2c1ccc1ccccc12	94	91	93	8	0.1	93	-6	-1	96	96	-14
O=c1c2ccccc2c2ccccc2c(=O)n1-c1ccccc1	97	94	91	6	0.1	93	-11	1	94	94	nt
CCCC(=O)OCC(=O)Nc1ccc2[nH]c(=O)[nH]c2c1	97	103	103	9	0.2	111	26	5	101	102	-1
COc1ccc(C(=O)NNc2ccccc2)cc1OC	100	97	98	12	0.0	98	4	0	99	102	nt
Cc1ccc(NC(=O)c2cc(N3C(=O)C4CC=CCC4C3=O)ccc2N2CCCCC2)cc1 (centres undefined)	99	99	99	5	2.3	98	-13	16	98	103	nt
Cc1ccc(C(=O)NN(CCC#N)C2=NS(=O)(=O)c3ccccc32)cc1	99	95	96	10	0.2	97	17	1	96	103	-1
NC(=S)NNC(=O)C12CC3CC(CC(C3)C1)C2	99	95	101	2	0.1	102	5	0	99	105	nt
CN(CC(=O)Nc1nccs1)S(=O)(=O)c1ccc(F)cc1	101	105	105	10	0.6	104	-24	4	101	107	nt

New compounds follow:
Structure	Rac1 mut GTP	Rab2A wt mod	HRas wt GTP	Avidin bead fluor	ABCB1 block	Rab7 wt modul	Mcl1-Noxa inh	ABCG2 block	Cdc42 wt	Rac1 wt modul	Pf gametocyte
O=C(NC(Cc1c[nH]c2ccccc12)c1nnc2n1CCCCC2)c1ccccc1Cl (centres undefined)	104	110	109	8	-0.1	106	-6	0	107	105	2
COC(=O)C1=C(C)N(C)C(=O)NC1c1cc2c(cc1[N+](=O)[O-])OCO2 (centres undefined)	93	94	94	6	-0.1	104	52*	1	93	97	-5
CC1CCc2sc(C(=O)OCC(=O)NCc3ccccc3)cc2C1 (centres undefined)	99	101	99	9	-0.1	97	14	2	100	100	25
CCOc1ccc(C(O)C(CN2CCOCC2)c2ccccc2)cc1 (centres undefined)	100	102	103	19	-2.6	98	-12	-2	103	102	nt
Cc1nnc(SCc2cccc([N+](=O)[O-])c2)s1	97	96	97	9	0.4	105	-3	2	98	96	-28
CCS(=O)(=O)Nc1ccc(C(=O)CC2(O)C(=O)Nc3ccc(Br)cc32)cc1 (centres undefined)	101	102	104	12	-0.2	103	12	-3	106	108	18
CCOC(=O)c1cccnc1SCC(=O)N(C)c1ccccc1	100	101	100	27	1.3	98	-5	10	105	108	11
O=C1c2ccccc2-c2nc3ccccc3n21	99	98	100	7&22	-0.2	97	-4&-23	1	99	99	-17
COc1ccc(CCn2c(C)cc(C(=O)CSc3nnnn3C)c2C)cc1	100	100	101	6	1.1	101	-1	5	102	103	nt
C/C(CC(=O)NCc1ccc(F)cc1)=N\NC(N)=S	96	97	95	20	-0.1	94	18	-2	95	96	5
Cc1nnc(SCc2cc(=O)n3[nH]cnc3n2)s1	97	98	99	7	1.2	99	25	4	98	98	-1
COc1ccc(CC(=O)Nc2ccc(N3CCN(c4ccc(OC)cc4)CC3)c(C#N)c2)cc1	97	98	98	19	3.4	101	-4	32	101	104	13
Cc1ccc(-n2c(Cc3cccn3C)nnc2SCC(N)=O)cc1	103	104	104	8	0.6	103	-12	2	107	110	nt
COc1ccccc1N(CCN1C(=O)c2cccc3cccc(c23)C1=O)C(=O)c1ccncc1	98	96	98	9	2.6	97	10	10	103	103	nt
O=C(/C=N/O)Nc1ccccc1C(=O)O	98	94	95	17	0.9	93	20	0	99	97	nt
CC(C)Oc1ccc(C(=O)N(CN2CCCC2=O)c2ccc(F)cc2)cc1	101	100	102	6	0.1	100	8	2	103	107	-5
